Screening data: PubChem, The Scripps Research Institute Molecular Screening Center
phage Ecoli inh: growth loss of phage-infected E. coli, primary screen, RecBCD inhibitor project, absorbance, with phage, HTS; AID 651602, 2012; 360,000 tested, 0.26% active; inhibition, % at 11.9 µM; in the data active = inhibition above about 11%
Numbers without * were called inactive. Some of the compounds tested (hit frequency here may not be typical).

SMILES | phage Ecoli inh
C/C=C1\NC(=O)[C@H](C)NC(=O)[C@@H](NC(=O)[C@H](Cc2ccc(O)cc2)NC(=O)[C@@H](NC(=O)/C(C)=C/C)C(C)C)[C@@H](C)OC(=O)[C@H](CCCc2ccc(O)cc2)NC(=O)[C@@H](CCC(=O)OC)NC1=O | 1.0
CCOC(=O)C1(C)CCCN(C(=O)c2cccc(Cl)c2)C1 (stereo unspecified) | 1.2
O=C(NCc1ccccc1Cl)c1ccc2sc([C@H]3C[C@H](O)[C@@H](CO)O3)nc2c1 | 1.8
Cn1ccc2c(-c3cccnc3)cc3c(c21)C1CCC3O1 (stereo unspecified) | 3.4
COc1ccc(CCCNC(=O)C2(C)Cc3c(-c4cccc(C(N)=O)c4)ccnc3O2)cc1 (stereo unspecified) | 2.8
C=CCCC(=O)N1C[C@@H](CO)[C@@H](NC)C[C@H]1c1ccccc1Br | 1.4
O=c1oc(-c2ccccc2)cc2ccccc12 | 1.3
C[C@H](O)[C@@H]1C(=O)N2CCc3c([nH]c4c(-c5ccccc5)cccc34)[C@@H]2C[C@@H]1N(C)C(=O)NC1CCCCC1 | 2.2
CSCCC(C(=O)Nc1c(C)cccc1C)N1CCN(c2ccc(C(F)(F)F)cn2)CC1 (stereo unspecified) | 2.8
CC1(c2nnnn2-c2ccc3c(c2)OCCO3)CCC(=O)N1Cc1cccnc1 (stereo unspecified) | -0.6
CCNC(=O)C1(C)CCN1CCC(=O)c1ccc(C)cc1 (stereo unspecified) | 2.3
C=CCNc1ncnc2c1ncn2[C@H]1CN(Cc2ccc3c(c2)OCO3)C[C@@H](CO)O1 | 2.6
CCC(=O)N1CCC(C)(C(=O)Nc2ccc3c(c2)OCO3)C1 (stereo unspecified) | 2.8
CCCOc1ccc(F)cc1-c1cc(C(=O)Nc2ccc(OC)cc2C)[nH]n1 | 3.8
CCc1nc2c(OCc3ccc(F)c(F)c3)cccn2c1N(C)C(=O)c1ccncc1 | 3.6
COc1ccccc1Cc1c(-c2ccc(C)cc2)nc2ccc(C)cn12 | 2.1
CN(C)CCCOc1ccc(-c2ccc3nccn3c2)cn1 | -1.1
COC(=O)[C@]1(Cc2ccccc2)NC=C(C(=O)c2ccc(F)cc2)[C@@H]1c1ccccc1 | 2.1
CN1C(=O)[C@@]2(O[C@H]3C=CC=CN3C3=C2C(=O)CCC3)c2cccc(Br)c21 | -1.6
O=C1c2ccccc2C(c2nc3ccccc3[nH]2)N1Cc1ccco1 (stereo unspecified) | 2.3
COc1ccccc1C(=O)NCC[N+](C)(C)C | 2.5
Cn1nccc1-c1ccc(C(=O)NCc2ccco2)c2occc12 | 3.6
CSc1ccc(CN2CCC2(C)C(=O)Nc2cccc(NS(C)(=O)=O)c2)cc1 (stereo unspecified) | 0.5
O=C(/C=C/[C@H]1O[C@@H](n2ccc(=O)[nH]c2=O)[C@H](O)[C@@H]1O)N1CCN(Cc2ccc(F)cc2)CC1 | 1.3
CC(C)CNc1ncnc2c1ncn2[C@H]1CN(Cc2ccc(-c3ccccc3)cc2)C[C@@H](CO)O1 | 1.2
Cc1cc2nc(-c3cccc(Cl)c3)c(CC3CCCCC3)n2c(C)c1Br | -0.2
O=C(/C=C/[C@H]1O[C@@H](n2ccc(=O)[nH]c2=O)[C@H](O)[C@@H]1O)NCc1ccccc1 | 0.4
COc1cccc(OCCCN2CCC(C(O)(c3ccccc3)c3ccccc3)CC2)c1 | 4.3
O=C(NCCC(F)(F)F)C1Cc2c(-c3ccccc3Oc3ccccc3)ccnc2O1 (stereo unspecified) | 3.0
Cc1cccc(C)c1NC(=O)C1C(c2ccc3c(c2)OCO3)=Nc2ccccc2N1C(=O)c1cccc(C(F)(F)F)c1 (stereo unspecified) | 2.7
O=C(NC1CCCCC1)C1c2ccccc2OCC(=O)N1Cc1ccco1 (stereo unspecified) | 2.4
CNc1cncc(-c2cccnc2)n1 | 1.6
O=S1(=O)CC(N2CCCC2)CN1Cc1ccccc1 (stereo unspecified) | 1.0
CC(C)[C@@H]1CC[C@@H](C)C[C@H]1O | 5.5
CC(=O)N1Cc2cc(C(=O)NCC(F)(F)F)nc(-c3cccc(-c4cccnc4)c3)c2[C@@H]1CCO | 0.8
CC(C)C[C@H]1CN(CCCC[C@@H]2CNC(=O)C(=O)N2Cc2ccccc2)C(=O)C(=O)N1CCc1ccc(O)cc1 | 0.6
Cn1c(=O)c2cc(NC(=O)Cc3ccccc3F)ccc2n1C/C=C/c1ccccc1 | 1.9
CC1=C(C(=O)N2CCCCCC2)CC(CC(=O)NCc2ccco2)C(=O)N1Cc1ccccc1 (stereo unspecified) | 2.1
COc1cccc(CNC(=O)[C@H]2CCCN2C(=O)[C@H]2CCCN2C(=O)N2CCOCC2)c1 | 4.0
O=c1[nH][nH]c2c1C(c1ccc(F)cc1)OC(CCc1ccccc1)C2 (stereo unspecified) | 0.6
CCCc1c(-c2ccc(F)cc2F)ncn1Cc1cccc(-c2ccccc2)c1 | -0.2
C[C@@H]1CCCCO[C@H](CN(C)C(=O)Nc2ccc(C(F)(F)F)cc2)[C@@H](C)CN([C@H](C)CO)C(=O)c2cc(NC(=O)Nc3ccc4c(c3)OCO4)ccc2O1 | 0.2
CN1CCCCC(NC(=O)c2ccc(F)cc2)C1=O (stereo unspecified) | 1.7
Cc1ccc(-c2cnc(C(O)c3ccc(C)cc3)[nH]2)cc1 (stereo unspecified) | 4.4
OC[C@@H]1CN(Cc2ccc(F)cc2)C[C@H](n2cnc3c(NCc4ccc(F)cc4)ncnc32)O1 | 1.2
COc1ccc(CN2C(=O)CSCC2(C)C(=O)NCc2ccccc2)cc1 (stereo unspecified) | 4.9
CC1(C(=O)NS(=O)(=O)c2ccccc2)CCN1C(=O)CCc1ccccc1 (stereo unspecified) | 1.7
COc1ccc(-c2nc3ccc(Cl)cn3c2Cc2ccsc2)cc1OC | 1.0

Next part, starting with the last 3 of the part before.
SMILES | phage Ecoli inh
COc1ccc(CN2C(=O)CSCC2(C)C(=O)NCc2ccccc2)cc1 (stereo unspecified) | 4.9
CC1(C(=O)NS(=O)(=O)c2ccccc2)CCN1C(=O)CCc1ccccc1 (stereo unspecified) | 1.7
COc1ccc(-c2nc3ccc(Cl)cn3c2Cc2ccsc2)cc1OC | 1.0
CNc1nc(NCCCN2CCCC2=O)c2sccc2n1 | -0.7
CCOc1ccc(-c2cncc3nccn23)cc1 | 1.5
Cc1cc(C)n2c(NC3CCCCC3)c(-c3ccccn3)nc2n1 | -1.5
COc1ccccc1Cc1c(-c2ccccc2)nc2cc(C)c(Br)c(C)n12 | 0.7
CN(C)c1ncnc2c1ncn2[C@H]1CN(CCN2CCOCC2)C[C@@H](CO)O1 | 1.2
CCc1nc2ccc(C(=O)Nc3cccc(NS(C)(=O)=O)c3)cn2c1N(CC)CCOC | 1.4
Cc1ccc(-c2nc3c(C)cc(Br)cn3c2Cc2ccccc2C(F)(F)F)cc1 | 2.8
Cn1cnc(S(=O)(=O)N2CCCCC2c2cc(C(=O)Nc3ccc(F)c(Cl)c3)no2)c1 (stereo unspecified) | 1.6
Cc1c(COC(=O)NC(C)C)c(COC(=O)NC(C)C)c2n1CS(=O)(=O)C2 | 3.3
O=C(Sc1cccc2cccnc12)c1ccc(F)cc1 | 3.7
CCc1nc2c(OCC(=O)c3ccc(Cl)cc3Cl)cccn2c1N(C)C(=O)COc1ccccc1 | 1.4
CC1(C(=O)Nc2cccnc2)Cc2c(-c3cccc(C(F)(F)F)c3)ccnc2O1 (stereo unspecified) | 3.1
COc1ccc(Cl)cc1-c1cc(C(=O)Nc2ccc(F)cc2)[nH]n1 | 2.6
O=S1(=O)CC(N2CCCCC2)CN1Cc1cn(Cc2ccc(C(F)(F)F)cc2)nn1 (stereo unspecified) | 2.9
CCCNC(=O)c1cc(C2CCCCN2C(=O)c2cc(OC)c(C)c(OC)c2)on1 (stereo unspecified) | 3.6
NC(=O)c1c(N)[nH]c(C(=O)c2ccccc2)c1-c1ccccc1Br | 0.9
COc1ccc(NC(=O)C(c2ccncc2)n2c(=O)c(-c3cc4ccccc4[nH]3)nc3ccccc32)cc1 (stereo unspecified) | 3.3
COc1ccccc1CNc1nc(NCc2ccccc2OC)c2sccc2n1 | 4.5
O=C1O[C@@H](c2ccccc2)C[C@@H](O)[C@H](O)CCc2ccccc21 | 2.3
Cc1ccc(NC(=S)Nc2ccc(-c3nnc4n3CCCCC4)cc2)cc1C | 4.8
C=CCN1[C@@H](C)[C@H](c2ccccc2)Oc2cccc(NCC(C)C)c2S1(=O)=O | 5.2
OC(c1ccccc1)(c1ccccc1)C1CCN(CCCOc2ccccn2)CC1 | 0.5
COCCN1C(=O)c2ccccc2C1c1nnnn1-c1ccc2c(c1)OCCO2 (stereo unspecified) | 1.6
COc1cccc(CN2CCC2(C)C(=O)Nc2ccc(C)c(O)c2)c1F (stereo unspecified) | 1.4

Molecules listed so far that contain a thiophene ring, fused or not (three):
SMILES | phage Ecoli inh
COc1ccc(-c2nc3ccc(Cl)cn3c2Cc2ccsc2)cc1OC | 1.0
CNc1nc(NCCCN2CCCC2=O)c2sccc2n1 | -0.7
COc1ccccc1CNc1nc(NCc2ccccc2OC)c2sccc2n1 | 4.5

The list goes on:
SMILES | phage Ecoli inh
CCCCc1ccc(S(=O)(=O)NC(=O)C2(C)CCN2C(=O)c2ccccc2)cc1 (stereo unspecified) | 0.2
COC(=O)c1ccsc1NS(C)(=O)=O | -1.8
COC(=O)[C@]12C[C@H](CC(=O)N3CCN(C(=O)c4ccco4)CC3)C(=O)N(Cc3ccc4c(c3)OCO4)C1=C[C@H](COCc1ccccc1)O[C@@H]2C | 4.3
O=C(Cc1c[nH]c2ccccc12)Nc1ccc(Nc2cccnc2)cc1 | 0.8
O=CNc1cc(-c2cccc(F)c2)cn2c(-c3ccc(F)c(Cl)c3)cnc12 | -1.4
CC(C)[C@H](NC(=O)OC(C)(C)C)c1cc(C(=O)N2CCOCC2)c(N)s1 | 0.9
COC(=O)c1ccc2nc(-c3ccccc3)c(Cc3ccccc3OC)n2c1 | 1.1
CC(=NNc1cc(C)c2ccccc2n1)c1ccccn1 | 3.8
O=C(NCc1ccccc1)c1nc(-c2c(F)cccc2F)oc1-c1ccccc1 | -2.1
C[C@@H]1C=CCCO[C@]12C(=O)N(Cc1ccc(F)cc1)c1ccccc12 | 2.4
O=C(c1cccc(Cl)c1)N1CCN(c2ccc3c(c2)C2CC3CCN2C(=O)OCc2ccccc2)CC1 (stereo unspecified) | 0.6
CCN(CC)C(=O)C1CCCN(Cc2cccc(Cl)c2)C1 (stereo unspecified) | 0.2

4 of the compounds above, tab-delimited.
Structure	phage Ecoli inh
O=C(NCc1ccccc1)c1nc(-c2c(F)cccc2F)oc1-c1ccccc1	-2.1
C[C@@H]1C=CCCO[C@]12C(=O)N(Cc1ccc(F)cc1)c1ccccc12	2.4
O=C(c1cccc(Cl)c1)N1CCN(c2ccc3c(c2)C2CC3CCN2C(=O)OCc2ccccc2)CC1 (stereo unspecified)	0.6
CCN(CC)C(=O)C1CCCN(Cc2cccc(Cl)c2)C1 (stereo unspecified)	0.2

(more compounds)
SMILES | phage Ecoli inh
CC1(C(=O)NCC2CCCCC2)CCN1CCc1ccccc1 (stereo unspecified) | 0.8
COc1cccc(-c2cc(CNC(=O)[C@H]3O[C@@H](n4cnc(C(N)=O)n4)[C@H](O)[C@@H]3O)no2)c1 | 0.8
CN(C)c1ccc(CNC(=O)C2(C)Cc3c(-c4ccccc4)ccnc3O2)cc1 (stereo unspecified) | -0.3
CC(=O)Nc1ccc(-c2ccnc3c2CC(C)(C(=O)NCc2ccc(F)c(F)c2)O3)cc1 (stereo unspecified) | -0.6
CCCCNC(=O)C1(C)CCCCN1C(=O)c1csnn1 (stereo unspecified) | 2.3
COc1cccc(NC(=O)C2(C)CCN2C(C)C)c1OC (stereo unspecified) | 0.2
CSc1ccc(NC(=O)C2(C)CCN2C(=O)c2ccccc2CCc2ccccc2)cc1 (stereo unspecified) | 0.3
CC(=O)c1cccc(NC(=O)c2cccc3c(-c4cnn(C)c4)coc23)c1 | 2.3
OC[C@H]1O[C@@H](c2nc3ccc(-c4nc(-c5ccc(Br)cc5)no4)cc3[nH]2)C[C@@H]1O | 0.6
CC(C)(C)C1CCN2CCCC(c3ccccc3)(C1)C2=O (stereo unspecified) | -0.2
CCCc1cc(=O)oc2cc(OCC(=O)N3CC[C@@]4(O)CCCC[C@H]4C3)ccc12 | 4.9
CCN(CC)CCN1C(=O)C(=O)/C(=C(/O)c2ccc(OCC(C)C)cc2)C1c1ccncc1 (stereo unspecified) | 2.7
CSCCC(NS(=O)(=O)Cc1ccccc1)C(=O)NNc1ccccc1 (stereo unspecified) | 3.9
COc1cccc(C(NC(C)=O)c2nc(-c3ccccc3)cs2)c1 (stereo unspecified) | 2.6
CC(C)[C@H](NC(=O)c1ccccc1)C(=O)N1CCC[C@H]1C(=O)NCCc1ccccc1Cl | 4.4
CN1CCN(C(=O)c2ccc(NC(=O)c3ccc(Br)o3)cc2)CC1 | 2.0
Cc1ccc(S(=O)(=O)N2CCN(c3nc(-c4cccs4)nc4ccccc34)CC2)cc1 | 3.2
CC(C(=O)O)(C1CCCCC1)C1(O)CCCCC1 (stereo unspecified) | 1.7
CC1(C(=O)NCC2CC2)CCN1C(=O)C1(c2ccccc2)CC1 (stereo unspecified) | 1.2
CCc1nc2c(OCc3ccc(F)cc3)cccn2c1N(C)C(=O)c1ccncc1 | 2.6
CC(=O)c1cccc(NC(=O)C2(C)Cc3c(-c4cccc(C(F)(F)F)c4)ccnc3O2)c1 (stereo unspecified) | -0.3
CC1(C(=O)Nc2ccc(Cl)c(Cl)c2)CCN1C(=O)CCC1CCCC1 (stereo unspecified) | 0.7
Cc1ccccc1Cn1c(C)c(C(=O)NCC(C)C)sc1=O | 4.0
COC(=O)C[C@H]1CC[C@@H](NS(=O)(=O)c2ccccc2)[C@@H](CO)O1 | -0.4
CC(=O)Nc1ccc(Nc2nccc(C)n2)cc1 | 2.0
